From PubChem BioAssay
DAX1 inh-1: blocks DAX1 repression of SF-1 activated StAR promoter | HEK293T StAR-luciferase reporter, SF-1/DAX-1 repression relief | AID 652010 | 370,000 compounds, 1.1% hits | inhibition, % at 6.8 µM;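 active means inhibition above the mean over all tested compounds plus 3 SD, cut at about 3.6% in these data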;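 further: 0% = DAX-1 cells with DMSO and 100% = cells lacking DAX-1 with DMSO; higher inhibition means more luminescence from relief of DAX-1 repression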
hcDAF-12 act: activates DAF-12 receptor from parasite H. contortus. HEK293 hcDAF-12 lit1-tk-luc reporter, luminescence; 0% DMSO, 100% Δ7-dafachronic acid. activation, % at 6.8 µM. 370,000 compounds, 1.4% hits;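 active means activation above the mean of all tested compounds plus 3 SD, cut at about 5.5% in these data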;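 further: 100% = response to 3 µM Δ7-dafachronic acid high control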
NPR2 activator: GC-B (human) receptor activation; activation, % at 10 µM; P20594; HEK293-GC-B cells, CNP EC30, cGMP TR-FRET; 0% at EC30 CNP, 100% saturating CNP; AID 1920062; 370,000 compounds, 0.11% hits;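 active means activation at 10 µM reaching about 35% in either raw or pattern-adjusted values, limit read from the data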
ssDAF-12 act: activates DAF-12 receptor from parasite S. stercoralis; HEK293 ssDAF-12/GRIP1 lit1-tk-luc reporter, luminescence; % of 3 µM dafachronic acid response; activation, % at 6.8 µM; 370,000 compounds, 1% hits;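 active means activation above the mean over all tested compounds plus 3 SD, cut at about 0.9% in these data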;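 further: 0% = DMSO-only wells and 100% = 3 µM delta7-dafachronic acid wells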
GC-A act: GC-A (human) enzyme activation. 370,000 compounds, 0.14% hits. AID 1671463. activation, % at 10 µM. P16066. HEK293 GC-A cells, cGMP TR-FRET, EC30 ANP; 0% at EC30 ANP, 100% saturating ANP; in the data active means activation above about 40%
Target sequence (P16066 whole entry, looked up): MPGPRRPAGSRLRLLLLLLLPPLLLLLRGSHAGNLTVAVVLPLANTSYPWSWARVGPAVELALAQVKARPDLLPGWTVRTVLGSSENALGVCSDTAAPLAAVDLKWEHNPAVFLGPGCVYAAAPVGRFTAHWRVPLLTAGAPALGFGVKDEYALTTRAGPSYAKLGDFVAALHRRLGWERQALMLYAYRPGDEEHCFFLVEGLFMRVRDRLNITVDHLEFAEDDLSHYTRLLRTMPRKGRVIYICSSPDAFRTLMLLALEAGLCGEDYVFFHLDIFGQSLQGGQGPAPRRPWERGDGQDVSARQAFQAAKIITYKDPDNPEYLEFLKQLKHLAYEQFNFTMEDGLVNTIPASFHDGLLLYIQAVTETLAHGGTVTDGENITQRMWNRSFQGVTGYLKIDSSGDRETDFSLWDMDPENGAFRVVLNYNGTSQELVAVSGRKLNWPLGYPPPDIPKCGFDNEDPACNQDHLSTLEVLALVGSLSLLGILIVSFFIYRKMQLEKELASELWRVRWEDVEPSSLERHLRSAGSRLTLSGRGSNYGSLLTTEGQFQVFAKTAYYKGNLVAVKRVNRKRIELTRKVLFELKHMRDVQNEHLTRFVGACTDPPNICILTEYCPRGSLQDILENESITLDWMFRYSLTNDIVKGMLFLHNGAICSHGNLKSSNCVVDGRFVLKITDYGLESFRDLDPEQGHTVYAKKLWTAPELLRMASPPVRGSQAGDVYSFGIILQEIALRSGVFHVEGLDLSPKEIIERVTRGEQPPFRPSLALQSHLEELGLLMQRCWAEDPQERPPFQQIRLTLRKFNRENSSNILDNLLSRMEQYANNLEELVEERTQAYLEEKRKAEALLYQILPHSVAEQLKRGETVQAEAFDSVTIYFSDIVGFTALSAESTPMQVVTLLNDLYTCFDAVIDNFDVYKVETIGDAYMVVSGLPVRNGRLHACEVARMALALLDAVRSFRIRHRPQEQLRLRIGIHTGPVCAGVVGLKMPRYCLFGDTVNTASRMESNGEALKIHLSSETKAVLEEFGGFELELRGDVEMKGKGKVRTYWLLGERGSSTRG
SMARCA2 act: increases SMARCA2 function in MMTV reporter cells; MG213 cells, MMTV-luciferase reporter, dexamethasone, overnight; activation, % at 9.1 µM; 370,000 compounds, 1% hits; in the data active means activation above about 7.8%;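 further: 0% = vehicle wells and 100% = reference activator wells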
FXN GAA850 act: activators of GAA850 frataxin (FXN) promoter; activation, % at 6 µM; HEK293 lucGAA850 FXN promoter luciferase reporter, 24 h; percent of 10 µM SAHA response; 360,000 compounds, 0.56% hits;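 active means activation above the average of all compounds screened plus 3 SD, cutoff fixed separately per campaign, cut at about 7.5% in these data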;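 further: 0% = DMSO wells and 100% = 10 µM SAHA wells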
sPLA2-III inh: Blocks human group III sPLA2 activity. AID 743126. Q9NZ20. QFRET BODIPY PC-A2 liposome hydrolysis, fluorescence. 370,000 compounds, 0.56% hits. inhibition, % at 12.2 µM;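 active means inhibition above mean plus 3 SD of compounds lying within the high and low control bounds, cut at about 19% in these data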;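 further: 0% = median of test compound wells and 100% = no enzyme DMSO wells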
DAX1 inh-2: inhibits human nuclear receptor DAX1; HEK293 Gal4-DAX1 luciferase reporter, luminescence; inhibition, % at 6.75 µM; 340,000 compounds, 0.99% hits; AID 504766;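 active means inhibition above the mean over all tested compounds plus 3 SD, cut at about 4.2% in these data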;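 further: 0% = DAX1-transfected cells with DMSO and 100% = empty-vector control cells with DMSO; inhibition shows as a rise in luminescence from relieved DAX1 repression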
ADAM10 inh: ADAM10 inhibition, QFRET primary screen; O14672; recombinant ADAM10, EDANS/DABCYL FRET peptide cleavage, 3 h; inhibition, % at 7 µM; 370,000 compounds, 0.62% hits; AID 720582;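 active means inhibition above a per-campaign cutoff equal to the mean of compounds falling between control-based bounds plus 3 SD, cut at about 20% in these data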;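 further: 0% = DMSO wells while the 100% control is not disclosed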
hgDAF12 agonist: agonists of H. glycines DAF-12 nuclear receptor; activation, % at 6.8 µM; 370,000 compounds, 1.8% hits; HEK293 GAL4-hgDAF12 UAS-luciferase reporter, agonist luminescence; normalized to butyrate control; AID 687014;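 active means activation above a cutoff set at the mean of all screened compounds plus 3 SD, cut at about 10% in these data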;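 further: 0% = DMSO wells and 100% = sodium butyrate wells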
* marks the source's active call; other numbers are inactive results; . = not tested or not shown.

SMILES | DAX1 inh-1 | hcDAF-12 act | NPR2 activator | ssDAF-12 act | GC-A act | SMARCA2 act | FXN GAA850 act | sPLA2-III inh | DAX1 inh-2 | ADAM10 inh | hgDAF12 agonist
CN(CCO)S(=O)(=O)c1ccc2c(c1)C(=NNC(N)=O)c1cc(S(=O)(=O)N(C)CCO)ccc1-2 | 0.8 | -1.3 | -10 | -1.2 | 2 | -1 | -0.4 | 4 | 3.8 | -11 | 3.0
CSCCC(NC(=O)c1ccc(Cl)cc1)C(=O)OCC(=O)NCc1ccco1 (centres undefined) | 0.8 | 0.5 | -10 | -0.7 | 1 | 1 | -0.2 | -4 | -0.6 | -5 | -0.5
COc1ccc(N2CC(C(=O)Nc3cccnc3)CC2=O)cc1 (centres undefined) | 0.4 | 0.3 | 2 | -0.9 | 0 | -1 | -0.6 | 4 | -1.4 | 2 | -0.2
C=CCn1c(SCC(=O)N(C)CC(=O)Nc2ccc(C)cc2)nnc1-c1ccncc1 | 0.7 | 0.7 | 2 | -0.7 | -3 | -3 | 0.8 | -3 | -0.6 | -1 | 2.6
O=C(/C=C/c1ccc(F)cc1)NCCC1=CCCCC1 | 1.0 | 2.2 | -1 | -0.6 | 7 | 1 | 4.3 | -16 | -0.1 | 8 | 9.2
COc1ccc(/C=N/OC(=O)Nc2ccccc2OC)cc1 | -1.1 | 1.1 | 0 | -0.2 | -5 | 4 | 0.8 | -9 | -1.5 | 5 | 12*
COc1ccc(-c2cc(-c3c(O)c(OC)c4occc4c3OC)[nH]n2)cc1OC | 0.1 | -0.6 | -6 | -1.8 | -17 | 0 | 6.6 | -24 | 0.0 | 12 | -0.9
COc1ccc(S(=O)(=O)N2CCCCCC2)cc1N | 0.3 | -0.1 | 1 | -1.6 | -1 | -1 | 0.1 | 4 | 0.5 | -6 | 1.5
COc1ccc(CN2CCNC(=O)C2CC(=O)NCCSc2nccn2C)cc1OC (centres undefined) | -0.6 | -1.4 | 4 | -0.4 | 1 | 1 | -1.5 | 6 | -0.2 | -1 | -3.0
COc1ccccc1NC(=O)COC(=O)CCC1CCCC1 | -1.2 | 1.1 | 3 | -0.9 | -2 | 1 | 2.9 | -2 | -1.4 | -6 | 2.5
CN(C(=O)c1cccc(NC(=O)Cc2ccc(NC(=O)C3CCN(C(=O)c4ccccc4)CC3)cc2)c1)C1CCCCC1 | -0.1 | -2.7 | 2 | -1.1 | 4 | 0 | 0.8 | -11 | -0.8 | 2 | -0.8
Cc1ccc(N(CC(=O)N/N=C/c2cccs2)S(C)(=O)=O)cc1Cl | -0.7 | -1.0 | -1 | -0.7 | 1 | 0 | 0.5 | -8 | -0.2 | 1 | -1.6
O=C(N/N=C/C=C/c1ccco1)c1ccncc1 | 0.1 | 1.6 | 0 | -1.2 | 3 | -4 | 1.9 | -1 | -0.3 | -5 | -0.7
C/C(Cn1nnc2ccccc21)=N\NC(=O)c1cccc(Br)c1 | 1.0 | -0.7 | 4 | -1.3 | -3 | 0 | 1.7 | 17 | -0.1 | -7 | 3.8
O=C(NCCN1CCC(n2c(=O)[nH]c3ccccc32)CC1)c1c(F)cccc1F | -1.1 | -2.3 | 1 | -1.1 | 0 | -3 | . | 11 | . | -18 | -2.2
CCCOc1ccc(/C=N/Nc2ccc(C(=O)O)cc2)c(OCCC)c1 | 0.7 | -1.1 | -4 | -1.3 | -4 | 0 | -0.2 | -34 | -1.6 | -6 | 4.1
CCN(CC(=O)N1CCOCC1)S(=O)(=O)c1ccc(C)cc1 | -0.4 | -2.0 | 3 | -1.0 | -1 | 0 | 2.5 | 13 | -0.2 | 1 | 0.0
Cc1ccc(C)c(C(=O)CSc2nc3ccccc3c(=O)[nH]2)c1 | 0.1 | 0.1 | -7 | -0.9 | -7 | 1 | -0.7 | -14 | -0.7 | 1 | 0.3
CCOC(=O)CSc1nc2c(sc(=S)n2-c2ccccc2)c(=O)n1-c1ccc(OC)cc1OC | -0.1 | -0.5 | 7 | -1.1 | 8 | -3 | -0.2 | -3 | -2.1 | 5 | 1.3
CSc1ccc(Cn2nnc(C(=O)NCc3ccccc3)c2N)cc1 | 0.1 | 0.1 | 3 | -1.0 | 5 | 0 | 2.7 | -5 | 1.3 | -7 | -1.7
Cc1ccc(C)c(N2CC(C(=O)O)CC2=O)c1 (centres undefined) | 1.1 | 0.8 | 1 | -1.0 | 0 | 1 | 0.7 | 4 | 0.1 | 5 | -1.8
Cc1c(Cl)cccc1NC(=O)CNC(=O)Cc1n[nH]c(=O)c2ccccc12 | 1.9 | 0.4 | -1 | -0.9 | 1 | 2 | 2.6 | -3 | 1.3 | -9 | -3.2
COc1cccc(N2CCN(CC(=O)Nc3ccc(S(=O)(=O)N4CCCCCC4)cc3)CC2)c1 | -3.1 | -2.4 | 2 | -1.9 | -2 | -5 | 0.7 | -7 | -1.6 | 4 | -3.3
Cc1ccc(C)c(OCCn2cc(/C=C(\C#N)C(=O)NCc3ccco3)c3ccccc32)c1 | -0.6 | 2.1 | -17 | -1.1 | -27 | -4 | 2.2 | -6 | -0.3 | 0 | 3.7
Cc1ccc(SCC(=O)N2CC(C)OC(C)C2)cc1 (centres undefined) | 0.0 | -2.2 | 5 | -1.4 | 3 | -2 | 0.8 | -4 | 0.1 | 1 | -2.4
CCC(C)c1c(O)nc(SCC(=O)c2ccccc2)[nH]c1=O (centres undefined) | 1.9 | -0.5 | 1 | -1.0 | -1 | 1 | -0.7 | 2 | 0.2 | -16 | 6.3
C/C(=N\NC(=O)c1ccc(C)cc1C)c1ccc(-n2ccnc2)cc1 | 0.8 | 3.4 | 2 | -1.1 | -4 | 6 | 1.9 | 6 | 0.1 | 2 | 14*
COc1ccc(CCNCC(=O)Nc2ccc(OC(F)F)cc2)cc1 | 0.0 | -0.6 | -5 | -1.2 | -3 | -1 | -1.4 | -3 | 0.2 | 7 | -0.3
Cc1ccc(NC(=O)CCNC(=O)c2ccccc2Cl)nc1 | -0.5 | 0.6 | 0 | -0.7 | 3 | 3 | 0.1 | 2 | 2.6 | 2 | -1.4
N/C(=N\OC(=O)CCc1ccccc1)c1ccc(Br)cc1 | 0.1 | 0.5 | -5 | -1.4 | 1 | 3 | 0.1 | 6 | 0.0 | 6 | 2.9
CN1CCN(Cc2nc(-c3cccs3)no2)CC1c1ccccc1 (centres undefined) | -0.5 | 0.6 | -2 | -0.5 | -6 | -2 | -2.2 | -3 | -0.7 | 6 | -1.2
CCC(=O)c1ccc(O)cc1 | 0.6 | -0.8 | 1 | -1.5 | 6 | -1 | 3.3 | -1 | -0.1 | 3 | 3.1
COC(=O)CN1C(=O)CC(C)(C)S(=O)c2ccccc21 (centres undefined) | 0.0 | -1.2 | -2 | -0.7 | 3 | 2 | 0.3 | -1 | 1.6 | -9 | 1.1
Cc1nnc2ccc(-c3cccc(NC(=O)Cc4cccs4)c3)nn12 | 0.2 | -1.2 | 0 | -1.3 | -2 | -5 | 1.4 | 8 | 0.5 | -10 | -3.0
CCOc1ccccc1NC(=O)CN1C(=O)COc2ccccc21 | -0.1 | -0.3 | 2 | -1.3 | 0 | -1 | 1.9 | 1 | -0.6 | -1 | -0.8
CCCn1cnnc1CNC(=O)C1CCC(=O)N(CCCc2ccccc2)C1 (centres undefined) | 0.0 | -0.7 | 1 | -0.7 | 0 | 3 | 2.3 | 5 | 0.5 | 0 | 0.8
Cc1[nH]n(-c2ccc([N+](=O)[O-])cc2)c(=O)c1C=NCCc1c(C)[nH]c2ccccc12 | 0.0 | 2.2 | -7 | -1.1 | -4 | 1 | 1.7 | -14 | 0.3 | -2 | -1.0
Cc1ccccc1-n1c(SCc2cc(=O)n3ccccc3n2)nc2[nH]ncc2c1=O | 0.0 | -1.4 | 6 | -0.6 | 3 | -2 | 5.1 | -3 | -0.5 | -80 | -4.8
COc1cccc(-c2ccc(=O)n(CC(=O)Nc3ccc(C(=O)N4CCCC4)cc3)n2)c1 | -0.2 | -1.7 | -6 | -0.1 | 2 | 2 | 0.4 | -14 | 0.6 | -2 | 0.8
Cn1nc(C(F)(F)F)c(-c2ccc(F)cc2)c1NC(=O)c1cccnc1 | 0.7 | -1.6 | 4 | -1.3 | -8 | -4 | 0.2 | 6 | . | -12 | -5.5
COC(=O)c1ccc(/C=C(\C#N)c2nc3ccccc3s2)cc1 | 0.1 | 0.6 | -3 | 0.4 | -3 | 2 | 2.2 | -7 | 2.3 | 0 | -0.8
c1ccc(NC2=NCCN2CC2CCCCCC2)cc1 | 0.1 | -0.8 | 6 | -1.2 | -1 | 0 | 0.4 | 7 | 0.3 | -2 | 3.9
C[C@@H]1CN([C@@H](C)CO)S(=O)(=O)c2ccc(Br)cc2O[C@H]1CN(C)C(=O)c1cccc(F)c1 | 0.5 | -0.3 | -11 | -1.3 | -9 | -4 | -1.0 | -4 | -0.4 | -7 | 0.4
Cc1ccc([C@H]2N[C@]3(CCCN(Cc4ccco4)C3=O)[C@H]3C(=O)N(Cc4ccccc4)C(=O)[C@@H]23)cc1 | 1.3 | -1.3 | 1 | 0.0 | 4 | -5 | -4.9 | -11 | -0.3 | 0 | 1.1
CCn1c(CC(=O)Nc2ccccc2)nnc1SCC(=O)N1CCOCC1 | 1.6 | 0.7 | -4 | -0.6 | 2 | -3 | -1.1 | 5 | 0.1 | -9 | 1.0
COc1ccc(C(=O)Nc2cc3c4c(c2)CC(=O)N4CCC3)cc1 | 1.1 | 1.1 | 0 | -1.8 | -4 | 1 | -0.7 | -4 | 2.5 | -11 | 4.9
COc1ccc(N2CCN(S(=O)(=O)CCNC(=O)c3ccco3)CC2)cc1 | -0.5 | -1.8 | -1 | -0.7 | -3 | 2 | 2.0 | 7 | 0.0 | -4 | -0.5
CC(=O)c1cccc(NC(=O)c2ccc(N(C)S(C)(=O)=O)cc2)c1 | -0.9 | -0.5 | -1 | -1.2 | 3 | 1 | 2.2 | 1 | -0.1 | 7 | 1.2
O=c1c2ccccc2nc(-c2cccs2)n1-c1cccc2ccccc12 | -0.5 | -1.1 | -12 | -1.6 | -21 | -2 | 0.8 | -1 | -2.1 | 3 | -1.9
CCCc1c(-c2ccccc2OC)ncn1CCc1ccccc1OC | -2.3 | -1.9 | -14 | -2.0 | -14 | -6 | . | -5 | . | -11 | -2.8
C=CCOn1c(=O)c(-c2ccc(Br)cc2)[n+]([O-])c2ccccc21 | 0.1 | -0.2 | 2 | -0.1 | 0 | -2 | 1.0 | 1 | 0.1 | -7 | 2.0
Cc1ccc(C)c(SCC(=O)NC2CCS(=O)(=O)C2)c1 (centres undefined) | 0.1 | 1.4 | 6 | -0.7 | 4 | 0 | 1.0 | 9 | -0.1 | 2 | 2.6
Cc1ccc(CSc2nnc(-c3cccs3)n2C)cc1 | -1.0 | -2.6 | -2 | -1.0 | 6 | 0 | 1.9 | -13 | 0.3 | -1 | 3.2
